BAZ2B block: inhibitors of human BAZ2B bromodomain | Q9UIF8 | AlphaScreen BAZ2B-H3K14Ac peptide displacement | Potency, µM (top dose mostly 114 µM), for inactives: top-dose activity change, negative = inhibition, hits mostly inhibitors | 360,000 compounds, 4.4% hits | AID 504333; also: % is scaled to controls: 0 for no effect and ±100 for the full control effect; nearly all actives have a fitted effect of over 60% in size
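In this displacement format the biotinylated H3(5-23) peptide acetylated at Lys14 serves as ligand at 50 nM, with BAZ2B at 50 nM in PBS pH 7.4 containing 0.01% Tween-20. Donor and acceptor beads are 10 ug/mL final.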
POLI inh: inhibitors of human DNA polymerase iota | Q9UNA4 | Pol iota fluorescent replication assay, 10 min | Potency, µM (highest dose often 115 µM), for the others: top-dose activity, negative = inhibition, usual class: inhibitors | 390,000 compounds, 1% hits
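Fluorescent replication assay read twice, at 0 min and 10 min after adding 50 nM (final) substrate. Enzyme (10 nM) and compounds were first incubated 15 min at room temperature; enzyme-free buffer wells were negative controls.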
Pin1 inhibitor: blocks the human prolyl isomerase Pin1; Potency, µM (titrated, usually from 115 µM), for the others: at the top dose activity, negative = inhibition, usual class: inhibitors; 390,000 compounds, 0.009% hits; Q13526; Pin1 FP peptide displacement, HiFluor488, 10 min; active = well fitted inhibition curve with a large enough effect in the polarisation, with a control signal flat, not every such curve was filed as active; inconclusive = small, poorly fitted or top-dose-only effect, or effect the other way, or a change in a side signal; inactive = no such curve, though single readings can be large or run the other way; the % refers to the polarisation; also: % is scaled to controls: 0 for no effect and ±100 for the full control effect
HP1b binding inh: HP1-beta chromodomain-methylated histone interaction inhibition; P83916; AlphaScreen HP1-beta / biotin-H3K9me3 peptide binding; Potency, µM (series often up to 114 µM), without a hit: at the highest dose activity change, negative = inhibition, usual class: inhibitors; 390,000 compounds, 0.56% hits; also: nearly all actives have a fitted effect of over 70% in size; inactives centre near 23
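AlphaScreen: HP1-beta (50 nM) preformed 30 min with biotin-H3(1-18)K9me3 peptide (50 nM) in PBS pH 7.4, 0.01% Tween-20. Compound added for 30 min at RT, then streptavidin donor/nickel chelate acceptor beads (10 ug/mL) for 30 min.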
PGK inhibitor: blocks T. brucei phosphoglycerate kinase; AID 602233; Potency, µM (doses to about 57.5 µM), inactives show at the highest dose activity change, negative = inhibition, usual class: inhibitors; PGK/GAPDH coupled, Kinase-Glo luminescence, 60 min; 380,000 compounds, 0.043% hits; P07378; also: % is scaled to controls: 0 for no effect and ±100 for the full control effect; nearly all actives have a fitted effect of over 60% in size
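Recombinant glycosomal PGK reaction used 1,3-bisphosphoglycerate generated in-well by GAPDH (100nM final) in 100mM TEA pH 7.6, 5mM MgCl2, 0.01% Tween-20. After 60 minutes at room temperature, ATP was read by Kinase-Glo Plus luminescence end-point.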
G9a inh: G9a (human) methyltransferase inhibition. Q96KQ7. G9a H3K9 monomethylation, AlphaScreen, 2 h. Potency, µM (series often up to 102 µM), for the others: at the highest dose activity, negative = inhibition, hits mostly inhibitors. 350,000 compounds, 8.8% hits; also: % is scaled to controls: 0 for no effect and ±100 for the full control effect; nearly all actives have a fitted effect of over 75% in size
Target sequence (Q96KQ7 913-1193 limits assumed): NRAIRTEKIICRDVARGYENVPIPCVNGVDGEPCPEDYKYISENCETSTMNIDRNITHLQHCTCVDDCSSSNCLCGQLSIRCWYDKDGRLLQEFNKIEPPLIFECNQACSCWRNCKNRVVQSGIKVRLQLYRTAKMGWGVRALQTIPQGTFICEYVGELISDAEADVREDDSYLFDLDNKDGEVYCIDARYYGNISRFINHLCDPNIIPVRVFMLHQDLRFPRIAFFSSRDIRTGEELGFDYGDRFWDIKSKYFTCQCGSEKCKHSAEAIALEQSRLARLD
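AlphaScreen detection with an anti-monomethyl H3K9 antibody quantified product after a 2 h room-temperature reaction containing 500 nM biotinylated H3K9 peptide, 20 µM SAM and 20 nM enzyme, which had been preincubated 15 min with compound.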
JMJD2A Tudor inh: blocks the human JMJD2A Tudor domain. O75164. AlphaScreen JMJD2A-Tudor / H3K4me3 peptide binding. Potency, µM (doses to about 114 µM), for inactives: at the highest dose activity change, negative = inhibition, usual class: inhibitors. 390,000 compounds, 4.4% hits. AID 504339; also: % is scaled to controls: 0 for no effect and ±100 for the full control effect; nearly all actives have a fitted effect of over 50% in size
GLS inhibitor: blocks human kidney-isoform glutaminase activity; O94925; GLS enzymatic activity, qHTS titration; Potency, µM (doses to about 45.5 µM), without a hit: at the highest dose activity change, negative = inhibition, hits mostly inhibitors; 410,000 compounds, 0.21% hits; AID 624170; also: % is scaled to controls: 0 for no effect and ±100 for the full control effect
Target sequence (O94925 whole entry, looked up, canonical isoform): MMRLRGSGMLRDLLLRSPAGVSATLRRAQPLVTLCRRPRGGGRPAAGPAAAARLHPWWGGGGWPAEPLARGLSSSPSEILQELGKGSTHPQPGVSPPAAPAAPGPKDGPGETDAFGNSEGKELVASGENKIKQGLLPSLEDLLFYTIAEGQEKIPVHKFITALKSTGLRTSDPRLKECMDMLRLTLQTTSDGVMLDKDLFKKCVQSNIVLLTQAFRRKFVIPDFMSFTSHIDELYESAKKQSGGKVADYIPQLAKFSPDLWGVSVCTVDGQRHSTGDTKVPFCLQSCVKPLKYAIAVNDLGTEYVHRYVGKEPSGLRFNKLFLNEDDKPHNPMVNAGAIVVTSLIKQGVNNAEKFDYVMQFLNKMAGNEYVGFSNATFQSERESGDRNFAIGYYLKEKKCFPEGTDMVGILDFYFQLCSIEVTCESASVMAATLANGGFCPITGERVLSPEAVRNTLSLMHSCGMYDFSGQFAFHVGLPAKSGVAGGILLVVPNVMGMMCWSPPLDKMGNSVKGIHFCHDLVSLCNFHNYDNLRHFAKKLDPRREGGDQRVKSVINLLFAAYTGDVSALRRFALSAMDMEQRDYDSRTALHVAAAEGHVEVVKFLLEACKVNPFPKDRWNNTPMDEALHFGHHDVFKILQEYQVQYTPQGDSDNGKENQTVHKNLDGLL
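Two-point fluorescence kinetic (t0, 30 min RT) for hKGA; glutamate detected via glutamate oxidase–HRP–Amplex Red. Substrate: 1 mM L-glutamine solution; buffer 45 mM KH2PO4, pH 8.2.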
BLM inh: inhibitors of human Bloom syndrome helicase BLM. 350,000 compounds, 0.2% hits. P54132. recombinant BLM DNA unwinding, fluorescence dequenching. Potency, µM (doses to about 56.1 µM), for inactives: top-dose activity change, negative = inhibition, most hits filed as inhibitors. AID 2528;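 also: plate controls were vehicle for no effect and no enzyme for full effect; nearly all actives have a fitted effect of over 35% in size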
An asterisk follows results filed as active; i = inactive; ? = inconclusive; nt = no result given; & = joins results of further samples; [ ] = another dose, or the depositor's remark. Unless noted, calls follow the shape of the dose curve; as a rule, active = well fitted curve in the direction sought with a large enough effect; inconclusive = small, poorly fitted or top-dose-only effect, or another doubt; inactive = no such curve, though single readings can be large; an effect the other way counts as inactive or inconclusive. Potency is read from the fitted curve at half-maximal effect.

Every second line gives: BAZ2B block	POLI inh	Pin1 inhibitor	HP1b binding inh	PGK inhibitor	G9a inh	JMJD2A Tudor inh	GLS inhibitor	BLM inh
CCOC(=O)c1sc2nc(C)nc(SCC(=O)N(C)C3CCS(=O)(=O)C3)c2c1C (stereo unspecified)
 : -25%	-40%	11%	32%	2%	31%[activator]	-21%	-3%	-6%
S=C(NCCCc1cnc[nH]1)NCCCN(Cc1ccc(Cl)cc1)c1ccc(-c2ccccc2)cn1
 : nt	62%[activator]	-1%	?	nt	nt	50µM*	nt	nt
CCOc1ccc(C(=O)CC(C(=O)O)N2CCN(Cc3ccccc3)CC2)cc1 (stereo unspecified)
 : 4%	?	13%	22%	2%	13%[0.501 µM]	-1%	5%	nt
COc1ccc(NC(=O)Cc2ccc(Cl)c(Cl)c2)cn1
 : ?	-10%	5%	14%	-1%	2%	-1%	4%	-9%
COc1ccc(OC)c(NC(=O)C2CCN(S(=O)(=O)c3ccc4c(c3)CC(C)N4C(C)=O)CC2)c1 (stereo unspecified)
 : -14%&0%	20%&17%	2%&5%	10%&11%	-2%&-4%	1%[59 µM]	-30%&-16%	0%&-1%	-3%&-2%
Cc1ccc(NC(=O)CSc2nc(-c3ccccc3Cl)nc3cc(=O)[nH]n23)c(C)c1
 : 89µM*	?	2%	3%	-2%	-8%[59 µM]	-13%	0%	0%
C#CCN1C(=O)C(O)(CC(=O)c2cc(OC)ccc2OC)c2ccccc21 (stereo unspecified)
 : ?	3%	1%	4%	-2%	7%[12.7 µM]	-23%	9%	1%
COC(=O)C1CCN(C(=O)c2cc3ccccc3oc2=O)CC1
 : 2%	0%	0%	31%	2%	?	-1%	-3%	0%
CNC(=S)N(CCc1c(C)[nH]c2ccc(OC)cc12)Cc1cc(OC)c(OC)c(OC)c1
 : 45µM*	27%	3%	3%	-10%	50µM*	?	13%	-4%
CCOC(=O)c1nnn(-c2ccccc2C#N)c1C
 : -12%	0%	3%	39%	-10%	-9%[12.7 µM]	21%	-6%	1%
CC1=NN(c2ccccc2)C(=O)C1/C=C1/NC(=S)NC1=O (stereo unspecified)
 : -30%	4%	3%	21%	0%	?	-20%	-3%	-3%
CCCCn1c2c(c(=N)c3ccccc31)CCC2
 : -31%	131%[activator]	3%	8%	0%	?	-5%	-11%	-5%
CC1CCN(S(=O)(=O)c2ccc3c(ccc(=O)n3CC(=O)Nc3ccc(C(C)C)cc3)c2)CC1
 : -7%	-23%	3%	8%[57 µM]	i	-9%[59 µM]	-13%	-14%	1%
Cc1ccc(C(=O)NC(NC(=S)Nc2ccc(S(N)(=O)=O)cc2)C(Cl)(Cl)Cl)cc1 (stereo unspecified)
 : -38%	6%	8%	3%	2%	?	?	3%	-11%
Cc1cccc(NC(=O)C2CCCN(c3cnccn3)C2)c1 (stereo unspecified)
 : -14%	10%	1%	17%	1%	nt	1%	4%	-2%
CC1=C(C(=O)Nc2ccc(F)cc2F)C2(CCN(C(C)C)CC2)OC1=O
 : -1%	24%	8%	16%	-1%	6%[59 µM]	3%	-15%	0%
NC(=O)c1ccccc1NC(=O)Cc1cccs1
 : 7%	4%	-4%	31%	-8%	-17%	-10%	-12%	-5%
CCn1nc(C)c(/C=C/C(=O)Nc2ccc(C)cc2C)c1C
 : 0%	86%[activator]	19%	39%	-6%	-5%[59 µM]	-5%	5%	0%
O=C(CSc1nc(O)cc(=O)n1-c1ccccc1)Nc1ccc2c3c(cccc13)CC2
 : ?	?	?	8%	-2%	8%	-29%	29%	-9%
CN(Cc1c(O)ccc2c1oc(=O)c1ccccc12)C1CCCCC1
 : 5.6µM*	?	2%	?	-11%	?	4µM*	-2%	2%
COc1cc2c(cc1OC)C(COc1cc(C)cc(C)c1)N(C(=O)c1ccc(S(=O)(=O)N3CCCC3)cc1)CC2 (stereo unspecified)
 : -20%	14%	36%[activator]	9%	-1%	-42%[59 µM]	-26%	4%	-10%
COc1ccc(OCCCCOc2ccccc2Cl)cc1
 : 462%[activator]	18%	2%	274%[activator]	-4%	174%[activator][59 µM]	294%[activator]	21%	-4%
N#Cc1ccc(Oc2ccc(-c3nc4ccccc4nc3-c3ccccc3)cc2)cc1C#N
 : -3%	16%	22%	43%[activator]	-2%	13%[59 µM]	0%	-11%	-5%
Cc1cc(OCc2cc(C(=O)N(C)C(C)c3ccccn3)no2)cc(C)c1Cl (stereo unspecified)
 : 4%[57.1 µM]	27%	1%	102%[activator]	-3%	20%	16%	1%	-11%
COc1cc(NC(=O)CSc2nncn2C)cc(OC)c1OC
 : -18%	-12%	2%	33%	-5%	7%	5%	-7%	-1%
Cc1ccc(OCC(=O)Nc2ccc3oc(=O)ccc3c2)c(C)c1
 : -12%	37%[activator]	0%	1%	-1%	16%	-11%	0%	-8%
O=C(Nc1nc(-c2ccccn2)cs1)C12CC3CC(CC(O)(C3)C1)C2
 : 14µM*	52%[activator]	-3%	?	-2%	28µM*	-5%[11.4 µM]	-31%	0%
CN(Cc1ccco1)C(=O)Cn1ncc2c([nH]c3ccccc32)c1=O
 : -16%[57.1 µM]	-2%	1%	34%	-8%	9%	9%	-4%	3%
CC[C@H](C)[C@@H]1NC(=O)c2cc([N+](=O)[O-])cc(I)c2NCC[C@@H](C(N)=O)NC(=O)[C@H](CCCN=C(N)N)NC1=O
 : ?	12%	-1%	34%	-1%	14µM*	-28%	4%	3%
CSC(=NCCCN1CCOCC1)NS(=O)(=O)c1cccs1
 : nt	-5%&-8%	-1%&-2%	10%&18%	-8%&-1%	-7%[59 µM]	-7%&16%	-1%&-6%	-2%
Cc1cn(C)c(CC(=O)N2CCN(c3cccc(Cl)c3)CC2)c1C(=O)O
 : -21%	-4%	-9%	23%	-2%	-34%[59 µM]	-3%	15%	-1%
O=C(c1ccc(-c2ccccc2)cc1)N1CCC(C(=O)N2CCCC2)CC1
 : 8%	58%[activator]	1%	10%	-2%	1%[59 µM]	-7%	1%	0%
CC(=O)Nc1ccc(NC(=O)CN(c2ccc(F)cc2)S(=O)(=O)c2ccc3c(c2)OCCO3)cc1
 : 7%	-2%	-2%	24%	i	10%[59 µM]	-10%	-6%	-9%
FC(F)(F)c1cccc(-n2cccc2/C=N/n2cnnc2)c1
 : -20%	-11%	0%	20%	-8%	?	-16%	0%	-2%
COc1ccc(NS(=O)(=O)c2ccc(Oc3c(C#N)cccc3C#N)cc2)cc1
 : -3%	12%	-1%	40%[activator]	-6%	3%	-10%	-4%	-10%
Cn1c(=O)[nH]c2ncccc21
 : -11%	-10%	-6%	30%	-5%	nt	-11%	-8%	-8%
CC(C)N(Cc1ccccc1)C(=O)COc1ccccc1
 : 6%	-7%	-8%	64%[activator]	0%	35%	10%	-2%	0%
Cc1ccc(S(=O)(=O)c2cnc(SCC(=O)Nc3ccc4c(c3)OCCO4)[nH]c2=O)cc1Cl
 : -14%	-12%	-12%	28%[57 µM]	-3%	-9%[59 µM]	-20%	-6%	1%
COc1ccc(CNC(=O)Cn2c(=O)n3nc(-c4cccc(F)c4)nc3c3ccccc32)cc1OC
 : 1%	-3%	-10%	22%	0%	-19%[59 µM]	-7%	0%	-3%
O=C(O)CN(c1ccccc1)C1SC(=O)NC1=O (stereo unspecified)
 : -20%	6%	-6%	39%[activator]	-1%	?	-13%	23%	-4%
CCC(=O)N/C(=N/c1nc(C)cc(C)n1)Nc1cccc(OC)c1
 : 9%	29%	-5%	30%	-8%	-30%	1%	10%	4%
O=C(COc1cc(F)ccc1[N+](=O)[O-])Nc1cc(S(=O)(=O)N2CCCC2)ccc1Cl
 : -3%	24%	11%	-3%	-1%	-11%	-18%	9%	nt
O=C1c2cccc3cc(Br)cc(c23)C(=O)N1Nc1ccc(Br)cc1
 : -16%	9%	-2%	28%	i	-3%[59 µM]	-19%	-6%	-1%
CC(=O)c1ccc(NC(=O)CN2C(=O)c3cccnc3Sc3ccccc32)cc1
 : 28%	-2%	6%	55%[activator]	i	8%[59 µM]	-14%	5%	0%
O=C(NNS(=O)(=O)c1ccccc1F)c1ccccc1-n1cccc1
 : -28%	64%[activator]	-6%	25%	i	-29%	-12%	33%[activator]	1%
Cc1nn2c(-c3ccccc3)cc(-c3ccccc3)nc2c1-c1ccc(Cl)cc1
 : 1%	42%[activator]	?	38%	-7%	1%[59 µM]	4%	-7%	-2%
CC1(c2nnc(-c3ccc(F)cc3)o2)CC(c2cccc(Cl)c2)=NO1 (stereo unspecified)
 : 15%	-6%	?	60%[activator]	7%	?	11%	3%	-8%
Cc1nc(SCc2ccccc2)c2oc3ccccc3c2n1
 : 100%[activator]	10%	-10%	125%[activator]	-5%	-9%[12.7 µM]	128%[activator]	0%	2%
CN1CCN(CCCNC(=O)c2ccc(/C=C3\Oc4ccccc4N(Cc4ccc(Cl)cc4)C3=O)cc2)CC1
 : 11%	-15%	0%	36%	i	?	-1%	1%	0%
C[C@H](NC(=O)c1[nH]cnc1C(=O)Nc1ccc(Cl)cc1)C(=O)OC(C)(C)C
 : -5%	-18%	-2%	21%	-1%	-2%[12.7 µM]	-22%	-1%	-2%
CCCc1nnc(SCC(=O)N2C(C)CCCC2C)n1CC (stereo unspecified)
 : -5%	47%[activator]	-2%	25%	-4%	?	-12%	2%	-4%

Screens from PubChem.

An excerpt (hit frequency here may not be typical).
